RSV CPE inhibition = RSV antiviral activity via CPE protection, HEp-2 cells, primary 10 µM value included (AID 2391). one-dose CPE inhibition, % at 10 µM; IC50 in µM for titrated hits. actives 0.13% (n = 310,000). HEp-2 cells, RSV-induced CPE inhibition; higher % means a stronger effect; in the data active = a potency from the dose series; inconclusive = CPE inhibition mostly from about 23% at the one dose, without a potency; inactive = the rest, 99 in 100 with CPE inhibition below about 21%; note: strong numbers were not always called active
LYP phosphatase = inhibitors of LYP phosphatase, biochemical, fluorescence intensity, uHTS (AID 1779) | recombinant LYP phosphatase, fluorescence intensity; higher % means a stronger effect | inhibition, % at 11.5 µM, or IC50 in µM where a hit was titrated | actives 0.054% (n = 290,000); in the data active = inhibition above about 50%;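 note: plate controls were vehicle with enzyme for no effect and no enzyme for full effect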
Rac1 GTP hydrolysis = MgcRacGAP GTPase-activating activity inhibitors, confirmation, biochemical, ADP Hunter fluorescence; MgcRacGAP-stimulated Rac1 GTP hydrolysis, ADP Hunter fluorescence; higher % means a stronger effect; GST-tagged Rac1 F28L mutant substrate; inhibition, % at 30 µM, or IC50 in µM where a hit was titrated; actives 0.6% (n = 340,000); AID 624330;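 active = first-screen hits whose inhibition reached a set limit at any dose in the follow-up dose series; inconclusive = inhibition above the set first-screen limit but never retested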;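 note: fluorescence reports GDP produced by GAP-driven GTP hydrolysis; strong numbers were not always called active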
Dengue-2 NS5 capping = Dengue-2 NS5 methyltransferase inhibitors, primary screen, biochemical, confirmation dose response (AID 588689) | actives 0.3% (n = 340,000) | inhibition, % at 25 µM, or IC50 in µM where a hit was titrated | Dengue-2 NS5 methyltransferase capping enzyme assay, biochemical; higher % means a stronger effect; in the data active = a potency from the dose series; inconclusive = inhibition above about 29% without an active follow-up result
SV40 large T antigen = SV40 large T antigen inhibitors, biochemical (AID 1903) | one-dose inhibition, % at 20 µM; IC50 in µM for titrated hits | actives 0.39% (n = 310,000) | SV40 large T antigen ATPase/helicase inhibition assay; higher % means a stronger effect; in the data active = a potency from the dose series; inconclusive = inhibition mostly from about 32% at the one dose, without a potency; inactive = the rest, 99 in 100 with inhibition below about 32%; note: strong numbers were not always called active
PhoP inhibition = inhibitors of PhoP regulon expression, primary screen, Salmonella Typhimurium, GFP reporter (AID 1863); S. Typhimurium PhoP-regulated promoter GFP reporter, 4 h; higher % means a stronger effect; one-dose inhibition, % at 50 µM; IC50 in µM for titrated hits; actives 0.16% (n = 300,000);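 active = inhibition over 29.93%, a cutoff 3 SD above the screen mean, later confirmed by dose response; inconclusive = inhibition over 29.93% but no dose response follow-up; inactive = inhibition at most 29.93% or unconfirmed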;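 note: 0% = low Mg2+ inducing control and 100% = high Mg2+ repressing control; strong numbers were not always called active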
West Nile antiviral = West Nile virus antiviral activity, cell-based, CPE readout (AID 1621) | one-dose CPE inhibition, % at 10 µM; IC50 in µM for titrated hits | actives 0.02% (n = 290,000) | West Nile virus-infected cells, CPE inhibition; higher % means a stronger effect; in the data active = a potency from the dose series; inconclusive = CPE inhibition mostly from about 3.7% at the one dose, without a potency; inactive = the rest, 99 in 100 with CPE inhibition below about 2.2%; note: strong numbers were not always called active
CSM14.1 death rescue = protection against thapsigargin-triggered cell killing – 384-well, CSM14.1, ATP luminescence, primary screen (AID 1222) | CSM14.1 thapsigargin-induced death rescue, ATP luminescence; higher % means a stronger effect | cellular ATP content (survival), % at 20 µM, or EC50 in µM where a hit was titrated | 190,000 tested, under 10 active;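 active = EC50 below 50 µM in the dose-response confirmation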;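 note: death triggered by thapsigargin at about 15 µM added after 2 h compound pretreatment; cell ATP read after overnight thapsigargin exposure of roughly 18 to 22 hours; normalized against plate controls of thapsigargin alone and 5% DMSO vehicle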
GPR35 antagonists = inhibition of zaprinast-stimulated GPR35 beta-arrestin translocation – imaging, U2OS, beta-arrestin-GFP, zaprinast agonist, primary screen (AID 2058); U2OS GPR35 beta-arrestin-GFP translocation imaging, zaprinast antagonism; higher % means a stronger effect; inhibition, % at 10 µM, or IC50 in µM where a hit was titrated; actives 0.052% (n = 290,000);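 active = inhibition of at least 50% with at least 30 cells and total cytoplasm GFP at most 10,000,000; inconclusive = under 30 cells or total GFP of 10,000,000 plus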
Dengue-2 NS5 capping pilot replicate = also measured in Dengue-2 NS5 capping; calls as there; inhibition, %; measured here: pilot screen replicate inhibition
Numbers without * were called inactive; ? = inconclusive; . = no result given.

SMILES | RSV CPE inhibition | LYP phosphatase | Rac1 GTP hydrolysis | Dengue-2 NS5 capping | SV40 large T antigen | PhoP inhibition | West Nile antiviral | CSM14.1 death rescue | GPR35 antagonists | others
O=C(c1cc2c(=O)oc3ccccc3c2s1)N1CCOCC1 | 0.4% | 0% | 6% | -1% | 9% | 2% | 0.2% | -2.4% | -12%
Cc1cccc(NC(=O)Nc2ccccc2)n1 | -1.1% | -6% | 3% | -10% | 14% | -3% | -0.8% | . | 11%
O=C(NC1CCCCC1)C(c1ccc(F)cc1)N(CCN1CCOCC1)C(=O)c1ccc(-c2ccccc2)[nH]1 (stereo not drawn) | -1.2% | -7% | 15% | 0% | 4% | -7% | 0.4% | 0.8% | 8%
CCN(CC)CCOC(=O)/C=C/c1ccccc1OC | 3.0% | -2% | 11% | -7% | 9% | -8% | -0.6% | -1.0% | 0%
Cc1ccccc1CSCC(=O)Nc1ccccc1-c1ccccc1 | ? | -9% | -2% | -4% | -6% | 14% | -1.5% | 2.2% | -1%
c1ccc(Cn2nnc3c(N4CCC5(CC4)OCCO5)ncnc32)cc1 | 40% | -3% | 7% | -3% | -4% | 3% | 0.1% | -1.7% | 2%
COc1cccc(OCCCn2ccnc2)c1 | 2.4% | -10% | 12% | -4% | 10% | -1% | 0.2% | . | 1%
Cc1cc(=O)n2nc(N3CCC(C(=O)NCc4cccc(Cl)c4)CC3)sc2n1 | 0.8% | -4% | 15% | -4% | 14% | -5% | -0.2% | . | -16%
CCOCCc1nn2c(=O)cc(CSCC(=O)Nc3cc(C)cc(C)c3)nc2s1 | -1.5% | -8% | 8% | -4% | -5% | 1% | -0.1% | . | 2%
Cc1nn(Cc2c(F)cccc2Cl)c(C)c1[N+](=O)[O-] | 0.6% | -5% | . | . | 4% | 5% | -1.1% | . | -7%
N#CCCn1cc(/C=N/O)c(-c2ccc(Cl)cc2)n1 | -1.4% | -12% | 9% | 5% | 12% | -4% | 1.1% | 0.0% | 13%
CCc1cc2ccc(C)cc2nc1SCC(=O)N1CCN(C(=O)c2ccco2)CC1 | 4.0% | 3% | 5% | -2% | 3% | -14% | 0.5% | 1.7% | 2%
COC(=O)C1=C(C)N=C2SCCC(=O)N2C1/C=C/c1ccccc1 (stereo not drawn) | -2.0% | 1% | 11% | 5% | 19% | -5% | 0.2% | -1.0% | -19%
COC(=O)C1=C(NC(=O)c2ccccc2[N+](=O)[O-])CCS1 | -2.8% | -3% | 15% | -9% | 4% | -9% | 0.4% | . | -3%
C=CCn1c(-c2cccc(S(=O)(=O)N(CC)CC)c2)n[nH]c1=S | 0.7% | -6% | 15% | -3% | 11% | -13% | 0.2% | -1.8% | 3%
COC(=O)C1C(=O)NC(SC)=C(C#N)C1c1ccccc1 (stereo not drawn) | -1.3% | -3% | 14% | 2% | 5% | -12% | 0.2% | 5.6% | 20%
O=c1[nH]c(C2CCN(S(=O)(=O)c3ccccc3C(F)(F)F)CC2)nc2c1nnn2Cc1cccc(F)c1 | 53% | 1% | 4% | -12% | -2% | 2% | 0.1% | . | -2%
CC1CCCC(C)N1C(=O)COC(=O)c1cc([N+](=O)[O-])ccc1N1CCOCC1 (stereo not drawn) | 0.4% | . | 8% | -3% | 16% | 5% | . | . | .
COC(=O)c1sccc1-n1cccc1C(=O)C(=O)N1CC(C)OC(C)C1 (stereo not drawn) | 0.4% | -3% | -2% | -2% | -3% | 4% | -0.1% | -0.8% | 11%
COc1ccc(SCc2noc(C(=O)NC(C)C)c2C(=O)O)cc1 | -0.2% | 3% | 10% | 3% | 8% | -19% | -0.3% | 3.5% | 12%
CCOC(=O)CNC(=O)c1sc(NC(=O)c2ccccc2F)nc1C | -0.6% | 8% | 5% | -6% | 12% | -5% | 0.3% | 1.5% | 8%
COc1cccc(NC(=O)c2ccc3c(c2)CCN3S(C)(=O)=O)c1 | 3.6% | -6% | 2% | -8% | 5% | -5% | -1.6% | . | 9% | Dengue-2 NS5 capping pilot replicate=1.5
O=C(CCN1C(=O)/C(=C/c2ccc3c(c2)OCO3)SC1=S)Nc1cccc(C(=O)O)c1 | -0.7% | -4% | 10% | 47µM* | 11% | -10% | 0.2% | . | -8%
COc1ccccc1NC(=O)c1c(NC(=O)c2ccco2)sc2c1CCC2 | 16% | 4% | 8% | -8% | 5% | 0% | 2.5% | 7.0% | -18%
Cc1ccc(C2(C)NC(=O)N(CC(=O)N3CCN(S(=O)(=O)c4cccs4)CC3)C2=O)cc1 (stereo not drawn) | -1.5% | . | 10% | -1% | 4% | 0% | . | . | .
SMILES | RSV CPE inhibition | LYP phosphatase | Rac1 GTP hydrolysis | Dengue-2 NS5 capping | SV40 large T antigen | PhoP inhibition | West Nile antiviral | CSM14.1 death rescue | GPR35 antagonists | others
CC(CCN1CCN(c2ccc(F)cc2)CC1)c1ccccc1 (stereo not drawn) | -0.4% | -5% | -4% | -6% | 18% | -7% | -0.9% | . | 1% | Dengue-2 NS5 capping pilot replicate=3.0
CCOC(=O)c1cc2c(=O)n3ccccc3nc2n(Cc2ccco2)c1=NC(=O)c1ccc(OC)cc1OC | 1.5% | -19% | 8% | -12% | 11% | 7% | 0.5% | 0.3% | -9%
Cc1ccc([N+](=O)[O-])c(OCCN2C(=O)NC(C)(C)C2=O)c1 | 2.2% | -2% | 7% | -2% | 7% | -15% | -0.6% | 1.4% | 6%
NS(=O)(=O)c1ccc(NC(=O)CSc2cn[nH]n2)cc1 | 1.2% | -7% | -5% | -17% | 12% | 1% | 0.1% | . | 2%
COc1ccc(-c2nc3n(c2C)CCC3)cc1 | 0.1% | -5% | 10% | 1% | 17% | 6% | 1.6% | . | -7%
Cn1c(N)c(C(=O)COC(=O)CCC2CCCCC2)c(=O)n(C)c1=O | -1.1% | -1% | 4% | 0% | 5% | -1% | -0.2% | -1.1% | 1%
O=C(c1ccc2snnc2c1)N1CCOCC1 | -0.7% | -2% | 9% | -3% | 4% | 3% | -0.3% | 0.8% | 4%
O=S(=O)(NC(=NCc1ccccc1)c1ccccc1)c1ccc(Br)cc1 | 2.1% | -5% | 8% | 5% | 19% | 0% | -0.8% | . | -8%
COCC(C)n1c(SCC(=O)N(C)C2CCS(=O)(=O)C2)nc2ccccc2c1=O (stereo not drawn) | 3.1% | -4% | 1% | -2% | 22% | 0% | 0.1% | 1.5% | -7%
O=C(CN(c1ccccc1)S(=O)(=O)c1ccccc1)N/N=C/c1ccc(OC2CSC2)cc1 | 2.1% | 9% | . | . | 1% | 11% | -0.1% | 1.7% | 19%
O=C(CCc1ccccc1)Nc1cc2c3c(c1)CC(=O)N3CCC2 | -2.1% | . | 4% | 0% | 18% | -2% | . | . | .
CCOC(=O)Cn1nnnc1CN(CCc1ccccc1)Cc1cc2cc(CC)ccc2[nH]c1=O | 3.7% | 0% | 5% | -1% | -3% | 3% | -0.2% | -1.4% | -9%
NC(=O)C1CCCN(C(=O)CCc2nnc(C3(c4ccc(Cl)cc4)CCC3)o2)C1 (stereo not drawn) | 0.3% | -10% | 8% | 1% | 8% | -7% | 0.2% | . | 5%
CN(C)CCN(C(=O)c1ccc2ccccc2c1)c1nc2ccc(F)cc2s1 | 0.1% | -8% | 9% | -8% | 8% | -8% | -0.1% | . | 1%
CCc1ccc(N2CC(C(=O)Nc3ccc4c(c3)OCCO4)CC2=O)cc1 (stereo not drawn) | 2.1% | -10% | 5% | -1% | 4% | -1% | 0.0% | . | -2%
CCCNC(=O)c1cc(SC)ccc1Cl | 1.0% | -7% | 3% | -3% | 2% | -1% | . | -0.1% | 2%
CCC1CCCCN1CC(O)COCc1cccc(OC)c1 (stereo not drawn) | 3.4% | -6% | 14% | 2% | 8% | 4% | -0.5% | . | 22%
CCCNc1nc2c(c(=O)[nH]c(=O)n2C)n1CCc1ccccc1 | 0.2% | 0% | 1% | 1% | 2% | 0% | 0.0% | -2.9% | -3%
COC(CNC(=O)C(=O)Nc1cc2c3c(c1)CC(=O)N3CCC2)OC | -0.1% | 1% | -2% | -9% | 13% | -9% | 0.4% | . | 10%
Cn1c(NC(=O)c2cccs2)cc(=O)n(C)c1=O | 1.1% | -10% | 4% | 1% | 5% | 6% | -0.1% | 1.0% | -6%
O=C(Cn1nnc(-c2ccccc2)n1)N1CCCCC1 | 0.0% | -9% | 8% | 1% | 3% | 9% | -0.1% | . | 14%
CC(=O)Nc1ccc(C(=O)N/N=C/c2cccnc2)cc1 | 1.0% | -7% | -3% | 4% | 2% | 3% | 0.3% | 0.4% | 8%
CCOC(=O)NC(=O)CSc1nnc(C2CC2)n1Cc1ccco1 | 3.0% | -8% | 2% | 5% | 7% | -4% | 0.2% | -3.8% | -2%
Clc1ccccc1-c1nc2ccccc2c2nncn12 | 1.1% | -4% | 4% | 1% | -2% | 3% | 0.1% | 4.5% | -13%
COc1ccc(-c2csc(NC(=O)C3CCN(C(=O)c4ccc(F)cc4)CC3)n2)cc1OC | 5.3% | 3% | 4% | -12% | 26% | -4% | 1.1% | . | 0%
SMILES | RSV CPE inhibition | LYP phosphatase | Rac1 GTP hydrolysis | Dengue-2 NS5 capping | SV40 large T antigen | PhoP inhibition | West Nile antiviral | CSM14.1 death rescue | GPR35 antagonists | others
CC(C)OCC(O)CN1CCC(Cc2ccccc2)CC1 (stereo not drawn) | 0.0% | -2% | 15% | 4% | 6% | -6% | 1.4% | . | -10%
CCCCN(C)S(=O)(=O)c1ccc(C(=O)Nc2nnc(-c3ccco3)o2)cc1 | 7.8% | 0% | 13% | -10% | 5% | -11% | -1.1% | -2.0% | -7%
Cc1ccc(Oc2nc3c(c(=O)n(C)c(=O)n3C)n2C)cc1C | 3.2% | -6% | -4% | -8% | 2% | 8% | 0.5% | 2.1% | -9%
O=C(Cc1nn[nH]n1)Nc1cc(Cl)cc(Cl)c1 | 4.2% | -6% | -16% | 1% | 2% | -3% | 0.3% | . | 7%
O=C(CN1CCN(Cc2ccccc2)CC1)Nc1ccc(N2CCOCC2)cc1 | -1.1% | -4% | 11% | -4% | 10% | 2% | -0.6% | 0.3% | 1%
O=C(CSc1ncn[nH]1)Nc1ccccc1-c1ccccc1 | -0.3% | 1% | 5% | 3% | 4% | 16% | 0.8% | -0.7% | 11% | Dengue-2 NS5 capping pilot replicate=1.2

No new results follow: an excerpt of the list.
SMILES | RSV CPE inhibition | LYP phosphatase | Rac1 GTP hydrolysis | Dengue-2 NS5 capping | SV40 large T antigen | PhoP inhibition | West Nile antiviral | CSM14.1 death rescue | GPR35 antagonists | others
CC(C)OCC(O)CN1CCC(Cc2ccccc2)CC1 (stereo not drawn) | 0.0% | -2% | 15% | 4% | 6% | -6% | 1.4% | . | -10%
CCCCN(C)S(=O)(=O)c1ccc(C(=O)Nc2nnc(-c3ccco3)o2)cc1 | 7.8% | 0% | 13% | -10% | 5% | -11% | -1.1% | -2.0% | -7%
